Bioassay records deposited in PubChem by several laboratories.
PME-1 primary – PME-1 inhibitors via competitive probe labeling, primary screen, biochemical, fluorescence polarization, FP-Rh probe, HTS; recombinant PME-1; inhibition, % at 5.9 µM; actives 0.53% (n = 320,000); AID 2130, 2009;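 active means inhibition above the campaign mean of all compounds plus 3 SD, cut at about 26% in these data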;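 further: competitive labeling of PME-1 active site by serine hydrolase directed probe; 0% = PME-1 with DMSO and 100% = wells lacking PME-1 enzyme; inhibitors block probe labeling so polarization falls and inhibition rises; many of its hits are not listed in these tables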
Target sequence (Q9Y570 whole entry, looked up): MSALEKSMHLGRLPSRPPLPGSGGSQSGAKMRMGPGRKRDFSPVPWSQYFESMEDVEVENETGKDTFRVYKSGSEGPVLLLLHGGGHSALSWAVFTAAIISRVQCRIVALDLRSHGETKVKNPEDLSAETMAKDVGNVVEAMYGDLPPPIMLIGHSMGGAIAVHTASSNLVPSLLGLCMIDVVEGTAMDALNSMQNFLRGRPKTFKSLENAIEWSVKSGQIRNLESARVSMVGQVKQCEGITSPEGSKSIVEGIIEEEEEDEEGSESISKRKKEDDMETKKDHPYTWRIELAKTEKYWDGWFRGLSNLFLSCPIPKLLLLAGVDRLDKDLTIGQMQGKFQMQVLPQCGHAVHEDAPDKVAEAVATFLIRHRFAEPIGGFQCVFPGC
Fam108B counter – mouse Fam108B serine hydrolase inhibitors, primary screen, counter-screen for RBBP9 inhibitor project, biochemical, fluorescence polarization; recombinant Fam108B, FP-Rh probe fluorescence polarization; inhibition, % at 9.51 µM; actives 0.33% (n = 300,000);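 active means inhibition above the screen mean inhibition plus 3 SD, computed separately per campaign, cut at about 18% in these data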;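 further: inhibitors lower polarization as less probe binds the enzyme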
VLA-4 inh – inhibition in human VLA-4 binding assay, primary screen, VLA-4 allosteric modulator project, MLPCN library, flow cytometry, VLA-4 expressing cells; actives 0.2% (n = 330,000); ligand binding flow cytometry; inhibition, % (about 7 µM as worked out from the volumes in the protocol); Integrin alpha-4 (Homo sapiens), P13612; in the data active means inhibition above about 50%
GLD-1 TGE inh – GLD-1/TGE RNA complex disruptors, primary screen, biochemical, fluorescence polarization; inhibition, % at 5.96 µM; actives 0.44% (n = 320,000); purified GLD-1 + fluorescein TGE RNA; AID 2280, 2010; Female germline-specific tumor suppressor gld-1 (Caenorhabditis elegans), Q17339;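 active means percent inhibition above a per-plate cutoff, the plate mean of test compounds plus 3 SD, cut at about 30% in these data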;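 further: 0% = DMSO wells with GLD-1 and probe and 100% = wells lacking GLD-1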
GRK2 inh – compounds blocking aptamer binding on GRK2 – biochemical, human GRK2, bead flow cytometry, HTS, primary screen; inhibition of aptamer binding, % at 10 µM; FAM-aptamer displacement from GRK2; actives 0.59% (n = 330,000);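 active means inhibition of aptamer binding above 40%, roughly 3 SD of noise, on plates passing a quality check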;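 further: median bead fluorescence of bound FAM aptamer so fluorescent compounds give negative values; no value below 0 was filed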
MEX-5 binding – MEX-5 zinc finger RNA-binding disruptors – biochemical, C. elegans, fluorescence polarization, MLPCN library, primary screen | activity score (negative = inhibition of binding), % at 10 µM | actives 0.38% (n = 300,000) | MEX-5/FITC-TCR2 RNA binding; stronger effect = lower value;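 active means inhibition past about -25% in most replicates, and total fluorescence under double the plate's negative control median, limit read from the data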;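 further: 0% = DMSO and -100% = 5 µM competing unlabeled TCR2 RNA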
MCL1 BIM primary – inhibitors of MCL1 binding to BIM-BH3, primary screen, biochemical, fluorescence polarization | AID 2057, 2009 | inhibition, % at 10.9 µM | Induced myeloid leukemia cell differentiation protein Mcl-1 (Homo sapiens), Q07820 | actives 0.68% (n = 320,000) | GST-MCL1 / FITC-Bim-BH3 fluorescence polarization;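 active means inhibition above the mean inhibition of all tested compounds plus 3 SD, set per campaign, cut at about 40% in these data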;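 further: 0% = DMSO wells and 100% = unlabeled Bim-BH3 peptide control; higher means more loss of mP so more displacement of Bim peptide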
Target sequence (Q07820 whole entry, looked up): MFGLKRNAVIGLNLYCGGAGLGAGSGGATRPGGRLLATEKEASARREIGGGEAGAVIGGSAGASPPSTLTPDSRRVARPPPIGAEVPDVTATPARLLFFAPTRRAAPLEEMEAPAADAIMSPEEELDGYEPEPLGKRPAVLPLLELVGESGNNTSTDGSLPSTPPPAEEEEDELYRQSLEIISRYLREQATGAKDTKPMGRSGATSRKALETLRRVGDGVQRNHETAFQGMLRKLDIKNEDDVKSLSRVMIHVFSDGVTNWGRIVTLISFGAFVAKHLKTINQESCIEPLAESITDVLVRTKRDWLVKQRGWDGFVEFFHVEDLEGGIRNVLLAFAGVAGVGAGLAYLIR
Efflux pump mplx – inhibitors of Candida efflux pumps in yeast, primary screen, S. cerevisiae, Nile Red, multiplex | S. cerevisiae Candida pump triplex | inhibition, % at 10 µM | actives 0.44% (n = 330,000);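 active means plate passing quality check with inhibition over a set limit, or well fluorescence over plate mean plus 4 SD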;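 further: Nile Red retained in pooled yeast measured as flow cytometry median fluorescence; 0% = buffer negative control and 100% = Enniatin B positive control; higher means more Nile Red kept so more efflux inhibition; some compounds called inactive have numbers as strong as hits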
BCLXL inh – inhibitors of human Bcl-xL, primary screen, biochemical, fluorescence polarization, HTS | Bcl-2-like protein 1 (Homo sapiens), Q07817 | GST-Bcl-xL / FITC-Bim BH3 peptide fluorescence polarization | inhibition, % at 10.9 µM | actives 0.7% (n = 320,000) | AID 2129, 2009;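 active means inhibition above the mean of all tested compounds plus 3 SD, cutoff set per campaign, cut at about 30% in these data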;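 further: 0% = DMSO wells and 100% = unlabeled Bim-BH3 peptide competitor; inhibitors lower millipolarization by displacing the labeled peptide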
Target sequence (Q07817 whole entry, looked up): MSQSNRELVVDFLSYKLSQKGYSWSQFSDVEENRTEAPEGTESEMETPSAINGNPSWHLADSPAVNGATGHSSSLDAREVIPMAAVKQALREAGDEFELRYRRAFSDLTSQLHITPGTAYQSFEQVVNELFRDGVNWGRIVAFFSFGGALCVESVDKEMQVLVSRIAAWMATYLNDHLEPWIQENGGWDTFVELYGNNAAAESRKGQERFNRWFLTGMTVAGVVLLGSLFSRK
Starred values were filed as active, the others as inactive; i = inactive; x = no result given. Some of the compounds tested; the hit share may differ from the screen's.

SMILES	PME-1 primary	Fam108B counter	VLA-4 inh	GLD-1 TGE inh	GRK2 inh	MEX-5 binding	MCL1 BIM primary	Efflux pump mplx	BCLXL inh
COCCn1c(=O)c2c(nc3n2CC(C)CN3Cc2ccccc2)n(C)c1=O (stereo not given)	-0.3	-1.3	-0.2	-0.6	1.0	4.8	8.9	0.2	3.1
COc1ccc(Cl)cc1NC(=O)CN(C)C(=O)c1ccc2n[nH]nc2c1	4.9	x	8.5	1.1	1.0	x	1.1	0.0	-2.0
CC1CCN(c2c(NCC3CCC(C(=O)NCc4ccc(F)cc4)CC3)c(=O)c2=O)CC1 (stereo not given)	7.2	-1.1	-2.0	-4.8	3.0	-0.5	12.2	-0.1	3.9
Cc1onc(-c2ccccc2Cl)c1C(=O)Nc1sc2c(c1C(N)=O)CCC(C)C2 (stereo not given)	-4.4	-10.3	18.6	2.5	1.0	1.1	-1.3	0.1	-0.6
Cn1c(=O)c2c(nc(Oc3ccccc3N)n2C)n(C)c1=O	x	x	2.9	x	2.0	-2.9	x	0.0	x
C#CCOCCOCCOCCNc1nc(N2CCN(C(=O)CCCCCCCCCCNC(=O)Cn3cc(C[C@@H](C)O)nn3)CC2)nc(N2CCN(C(=O)CCCCCCCCCCNC(=O)[C@@H](CCC(=O)O)n3cc(CCCCCN)nn3)CC2)n1	-8.2	0.5	8.9	12.2	0.0	x	1.6	0.3	1.0
COc1ccc(CC(NC(C)=O)C(=O)NC2CCN(C(=O)C3CCCCC3)CC2)c(OC)c1 (stereo not given)	1.4	-1.5	-10.6	1.4	0.0	-1.0	1.1	-0.1	3.1
Cc1ccc(C(=O)Nc2ccc3c(c2)OCO3)cc1S(=O)(=O)N1CCCC1	6.0	-5.4	3.5	1.8	2.0	-0.5	1.3	0.2	3.6
O=C(CSc1nc2ccccc2s1)N1CCN(C(=O)c2ccco2)CC1	1.5	6.5	14.8	-5.7	0.0	4.1	0.1	0.1	1.5
C#CCN1C(C)=C(C(=O)OC)C(c2cccc([N+](=O)[O-])c2)C(C(=O)OCC)=C1C (stereo not given)	-1.7	-2.1	6.5	1.7	1.0	x	-7.4	0.1	-6.2
O=C(Nc1ccc(Br)cc1)c1cnc[nH]1	3.8	0.7	-3.1	-8.0	0.0	7.3	-8.8	0.1	-7.1
CCOc1ccc2nc(N3CCC(C(=O)NC4CCCCC4)CC3)sc2c1	0.1	2.2	-4.3	6.2	0.0	4.2	5.9	0.3	3.9
CC(=O)c1sc(NC(=O)c2ccc3c(c2)OCO3)nc1C	1.4	-4.1	1.3	-10.3	0.0	1.5	-3.4	0.3	-1.1
COc1cc(C(=O)NCc2nnc(SCC(=O)N3CCCCCC3)o2)cc(OC)c1OC	1.3	1.9	2.8	-6.4	2.0	x	-8.7	0.1	0.7
COc1ccc(-c2c(C)nn3c(N4CCC5(CC4)OCCO5)cc(C)nc23)cc1OC	6.7	2.5	12.6	-3.8	2.0	-2.5	6.8	0.4	7.1
O=C(CN(Cc1ccc(Br)cc1)S(=O)(=O)c1ccccc1)NCc1ccccn1	2.0	1.1	-15.1	3.4	0.0	0.6	3.2	0.1	2.7
COC(=O)C1=C(C)Nc2[nH]c(=S)[nH]c(=O)c2C1c1ccc(OC)cc1 (stereo not given)	3.9	-0.5	0.4	4.7	1.0	1.0	4.0	-0.1	8.0
Cc1ccc(C(=O)c2ccc(C)cc2)cc1	0.7	0.4	0.8	3.6	0.0	-1.3	5.5	-0.1	8.2
COc1cc(OC)cc(-n2nnnc2SCC(=O)NCCc2ccc(OC)c(OC)c2)c1	-5.4	-2.6	5.7	4.7	5.0	-1.0	6.6	0.1	-0.1
CN(c1ccc(S(=O)(=O)N2CCOCC2)cn1)C1CCCCC1	-1.1	5.9	2.2	-0.9	0.0	3.2	-1.6	-0.2	7.8
C=C(C)C1CC=C(C)/C(=N/NC(=O)COc2cccc3ccccc23)C1 (stereo not given)	5.4	0.8	-0.1	3.7	0.0	1.0	0.9	-0.1	3.6
CCc1cccc(NC(=O)Nc2ccc3c(c2)OCO3)c1	10.4	-3.3	9.3	3.4	0.0	-1.1	5.5	0.1	7.5
COc1ccc(-c2ccnc(SCC(=O)c3ccc(OC)c(OC)c3)n2)cc1	0.4	4.7	4.9	-0.5	0.0	2.7	4.9	-0.1	-0.8
COCCNS(=O)(=O)c1cc(F)ccc1OC	-7.4	0.3	0.6	-2.1	3.0	0.4	-5.5	-0.1	1.8
CN1CCN(C(=O)c2ccc(COc3cc(Cl)ccc3Cl)o2)CC1	1.9	-1.4	-1.2	4.8	0.0	1.5	-6.8	-0.2	2.2
O=C(COc1ncnc2ccccc12)NCCc1ccc(F)cc1	-0.4	-5.9	5.2	-7.6	0.0	0.1	1.1	-0.1	5.9
Cc1cc(/C=C(\C#N)C(=O)NCc2ccccc2)cc(C)c1O	-1.6	-0.3	i	11.0	0.0	-2.7	3.5	0.2	1.0
O=C(O)CCCCCn1c(SCc2cc(=O)n3ccccc3n2)nc2ccsc2c1=O	-3.0	2.7	-5.3	4.5	0.0	-3.4	5.2	-0.2	3.3
CCC(=O)Nc1ccccc1C(=O)OC(c1ccccc1)c1ccccc1	4.7	3.4	17.6	9.3	5.0	-0.2	17.2	0.1	8.5
N#CC1=C(N)C(C#N)(C#N)C2(CCC3(CC2)OCCO3)C2CC3(CC=C12)OCCO3 (stereo not given)	8.4	-2.1	-3.2	9.6	1.0	-0.6	8.6	-0.3	12.1

Next section, overlapping the part above by two compounds.
SMILES	PME-1 primary	Fam108B counter	VLA-4 inh	GLD-1 TGE inh	GRK2 inh	MEX-5 binding	MCL1 BIM primary	Efflux pump mplx	BCLXL inh
CCC(=O)Nc1ccccc1C(=O)OC(c1ccccc1)c1ccccc1	4.7	3.4	17.6	9.3	5.0	-0.2	17.2	0.1	8.5
N#CC1=C(N)C(C#N)(C#N)C2(CCC3(CC2)OCCO3)C2CC3(CC=C12)OCCO3 (stereo not given)	8.4	-2.1	-3.2	9.6	1.0	-0.6	8.6	-0.3	12.1
Cc1ccc(CN2C(=O)CSc3ccc(C(=O)NC4CC4)cc32)cc1	4.1	0.9	-2.5	7.3	0.0	-0.2	-0.8	0.0	-1.3
CCCC(=O)c1cc(F)c(N2CCN(S(=O)(=O)c3ccccc3)CC2)cc1C	-0.1	-2.5	17.8	27.6	6.0	2.4	31.5	0.0	29.1
O=C(O)C1CCCCC1C(=O)NCCC(c1ccccc1)c1ccccc1 (stereo not given)	1.7	-0.6	0.0	5.0	0.0	4.3	8.9	0.0	3.6
CCN(CC)S(=O)(=O)c1ccc(/C=C/C(=O)OCC(=O)NNC(=O)c2ccc(OC)cc2)cc1	-6.4	x	22.4	-1.4	0.0	x	-5.4	0.1	-3.1
Cc1ccc(-c2nc3ccccc3s2)cc1S(=O)(=O)N1CCOCC1	-1.9	0.5	5.4	3.6	6.0	-1.9	2.7	0.0	3.4
Cc1cc2c(cc1C)CSC(c1c(O)ccc3ccccc13)SC2	-14.5	2.0	3.7	-0.3	2.0	0.2	1.9	-0.2	3.5
O=C(CSc1nc2ccccc2c(=O)[nH]1)N1CCOCC1	1.9	-1.2	-1.2	2.6	0.0	1.8	1.0	0.0	0.2
CC(C)(C)NC(=O)NC(=O)COc1ccccc1C#N	-1.1	9.4	4.8	10.5	1.0	-4.6	-4.6	-0.1	4.3
O=C(OCc1ccc(C(=O)c2ccccc2)cc1)c1cccc(-c2nnc(-c3ccccc3)o2)c1	-0.8	-5.5	-1.4	-1.1	2.0	x	-3.0	1.1	0.3
Cc1ccc2ccc(C3C(=O)c4ccccc4C3=O)nc2c1	0.4	-1.4	-15.4	4.5	0.0	-40.5*	1.8	0.0	3.7
COc1ccc(CCNC(=O)CN(C2CCCCC2)S(C)(=O)=O)cc1OC	2.6	-1.7	5.2	0.6	0.0	-4.0	-13.6	0.0	-7.2
CN(C)S(=O)(=O)c1ccc(C(=O)NCC[N+]2(C)CCCCCC2)o1	-1.0	-3.1	7.2	3.3	4.0	-1.3	-9.9	-0.2	-7.6
Cc1ccc(CNC(=O)C2CSC3(C)CCC(=O)N23)cc1 (stereo not given)	x	x	-1.2	-0.8	0.0	x	x	0.0	x
O=C(CSc1nc2ccccc2o1)NCC1CCCO1 (stereo not given)	3.5	0.3	10.9	2.6	1.0	1.2	-1.8	-0.1	0.4
COc1ccc(-c2nc(-c3ccccn3)no2)cc1	1.5	-1.6	9.0	4.9	2.0	0.9	2.4	0.2	3.2
CC(C)C1NC(=S)N(C2CCCCC2)C1=O (stereo not given)	1.5	5.4	x	0.2	6.0	-0.2	9.3	0.1	-2.9
CCN1CCN(C(=S)c2ccc(OCC(=O)N3CCOCC3)cc2)CC1	-9.3	-0.7	3.7	-3.3	0.0	0.6	2.0	0.1	4.0
Cc1ccc(/C=C/C(=O)c2nc3ccccc3[nH]2)cc1	-9.9	-11.4	21.8	1.4	0.0	-2.5	0.7	0.1	0.4
N#CC1=C2SCN(Cc3ccco3)CN2C(=O)CC1c1ccc(Cl)cc1 (stereo not given)	-0.4	-3.0	20.1	1.9	0.0	2.5	-3.2	-0.1	0.5
Cc1cccc(NC(=O)CC(=O)Nc2cccc(C)c2)c1	-16.9	3.9	-8.8	-4.0	0.0	1.0	-3.2	-0.1	4.1
CCn1c(SCC(=O)Nc2nnc(C)s2)nnc1-c1ccncc1	3.9	-0.1	-8.5	2.5	0.0	1.7	2.1	-0.1	-2.0
Cc1ccc(OCCCC(=O)Nc2nnc(C3CCCO3)s2)c(C)c1 (stereo not given)	1.4	2.1	6.2	7.7	1.0	-0.8	4.7	0.1	2.3
Cc1ccc(S(=O)(=O)N2CCN(S(C)(=O)=O)C2)cc1	1.9	-3.4	-3.1	1.9	1.0	3.2	8.3	-0.1	4.8
CCN(CC(=O)Nc1cc(S(=O)(=O)N2CCCCC2)ccc1C)Cc1ccccc1	6.4	-0.9	-12.2	5.9	0.0	0.4	-6.7	0.1	4.2
S=C1COC(c2ccccc2)N1c1ccccc1 (stereo not given)	-0.5	-0.7	-5.2	-2.1	0.0	0.4	3.4	0.1	6.2
Cc1ccc(CN2CCN(/N=C/c3ccc(C(=O)O)cc3)CC2)cc1	-5.9	9.8	0.0	4.2	6.0	0.7	1.4	0.0	7.8
CCOc1ccccc1C1C(C(N)=O)=C(C)Nc2nc(-c3ccc(OC)cc3)nn21 (stereo not given)	7.0	2.4	-13.4	11.1	0.0	3.0	8.2	-0.1	7.7
COc1ccc(-c2cn(-c3ccc(C)cc3C)c(=O)[nH]2)cc1OC	-1.6	-2.9	6.7	-1.3	3.0	-0.2	6.6	0.0	3.8
CCOC(=O)c1cc(-c2csc(-c3ccc(C(C)(C)C)cc3)n2)on1	-7.5	-2.8	-3.5	3.0	0.0	x	4.0	-0.1	3.1
